MmCpn inh = inhibitors of Methanococcus maripaludis chaperonin (MmCpn) | purified Mm-Cpn ATPase, ADP Transcreener TR-FRET | Potency, µM (titrated, usually from 76.9 µM), for the others: at the top dose activity, negative = inhibition, usual class: inhibitors | 330,000 tested, 0.031% active; note: potency is the fitted concentration of half-maximal effect; % is set by controls: 0 for no effect and ±100 for the full control effect; nearly all actives have a fitted effect of over 80% in size
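Quantitative HTS used 25 nM Mm-CPN and 10 uM ATP in magnesium/KCl Tris buffer, pH 7.4, with 1 mM DTT. Hydrolysis ran 30 min at 37°C; ADP was read by HTRF.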
DRD3 antagonist = blocks the human D3 dopamine receptor; max response, negative = inhibition, %; 360,000 tested, 2.5% active; P35462; D3R cells, DiscoveRx beta-arrestin luminescence, antagonist mode; active compounds read low; in the data active = max response below about -50%; inconclusive = no clear call, values can overlap the other calls; note: % is set by controls: 0 for no effect and ±100 for the full control effect; mostly tested at two doses, the higher about 12 µM
Target sequence (P35462 whole entry, looked up): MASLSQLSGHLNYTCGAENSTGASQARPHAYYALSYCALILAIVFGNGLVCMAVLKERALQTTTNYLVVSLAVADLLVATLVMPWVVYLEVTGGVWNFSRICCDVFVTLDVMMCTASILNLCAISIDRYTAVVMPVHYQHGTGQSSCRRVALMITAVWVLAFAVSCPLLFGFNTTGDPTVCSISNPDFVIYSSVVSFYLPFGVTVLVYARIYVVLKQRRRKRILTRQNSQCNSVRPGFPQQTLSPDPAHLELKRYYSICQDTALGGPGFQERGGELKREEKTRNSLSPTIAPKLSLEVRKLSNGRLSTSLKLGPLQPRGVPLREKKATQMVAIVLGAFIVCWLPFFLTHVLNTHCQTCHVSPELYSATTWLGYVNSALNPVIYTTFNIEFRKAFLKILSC
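Cells expressing the human receptor were seeded at 1500 cells/well, incubated overnight at 37 degrees C in 5% CO2, then exposed to library compounds with dopamine controls for 90 minutes at 37 degrees C before luminescent detection.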
EPAC2 ag = EPAC2 (human) agonism; 360,000 tested, 0.079% active; Potency, µM (top dose mostly 154 µM), for inactives: top-dose activation, actives largely listed as activators; EPAC2 activation, biochemical qHTS; response scale: 100% = 6.5 mM cAMP response; Q8WZA2; note: potency is the fitted concentration of half-maximal effect; nearly all actives have a fitted effect of over 50% in size
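Setup: EPAC2 100 nM, labeled Rap1B complex 250 nM, free GDP 50 uM. Compound titrations pinned in, brief spin, 5 min room temperature incubation. Kinetic fluorescence read over 30 min, normalized to 6.5 mM cAMP.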
EPAC2 antag = antagonists of human EPAC2; Q8WZA2; EPAC2 GEF exchange of Rap1B-BODIPY-GDP, fluorescence; Potency, µM (series often up to 114 µM), for inactives: at the top dose activity, negative = inhibition, actives largely listed as inhibitors; 360,000 tested, 0.18% active; note: potency is the fitted concentration of half-maximal effect; % is set by controls: 0 for no effect and ±100 for the full control effect; nearly all actives have a fitted effect of over 45% in size; many of its hits are not listed in these tables
CCT chaperon mod = changes cytosolic chaperonin activity. purified chaperonin ATPase assay, HTRF ADP detection, 30 min. activity change, % (concentration not given with the values), hits read low. 360,000 tested, 0.3% active. AID 651819; in the data active = activity change below about -30%; note: % is set by controls: 0 for no effect and ±100 for the full control effect
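First, chaperonin was dispensed at 40 nM or 20 nM final depending on batch activity. Next, compounds were pinned at 76 uM and ATP added at 10 uM. After 30 min at 37 °C, ADP detection reagents ran 30 min at ambient temperature.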
pAkt inh = Akt phosphorylation inhibition; activity change, % for hits at 50 µM; 360,000 tested, 0.32% active; Neuro2A IGF-stimulated pAkt S473 HTRF, 20 min; active compounds read low; AID 651550; in the data active = activity change below about -80%; inconclusive = mostly about -51% to -80%; note: % is set by controls: 0 for no effect and ±100 for the full control effect
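Neuro2A cells (4,500/well, DMEM with 0.5% FBS) were treated with compound at a single 50 µM final concentration, stimulated with 6 nM IGF for 20 min at 37 °C, and lysed. Phospho-Akt Ser473 was read by HTRF as 665/615 ratio ×10^4.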
D3 ag = agonists of human D3 dopamine receptor | max activation, % | 410,000 tested, 0.58% active | AID 652048 | P35462 | D3R DiscoveRx beta-arrestin cells, luminescence, 90 min; in the data active = max activation above about 30%; note: 0% is about no effect; mostly tested at two doses, the higher about 12 µM
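Cells at 1500/well, incubated overnight, then treated with pinned compounds (dopamine as control) for 90 min at 37 degrees C. DiscoveRx reagent added for 30 - 60 minutes at room temperature; luminescence read.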
PTHR1 ag = PTHR1 (human) receptor agonism; 410,000 tested, 0.075% active; HEK293 GP2 PTHR1 cells, GloSensor cAMP luminescence, 1 h; Potency, µM (titrated, usually from 115 µM), inactives show at the top dose activation, hits mostly activators; AID 743266; note: potency is the fitted concentration of half-maximal effect; nearly all actives have a fitted effect of over 55% in size; some results filed as inactive show a strong effect at the top dose; inactives centre near -15; many of its hits are not listed in these tables
Target sequence (Q03431 whole entry, looked up): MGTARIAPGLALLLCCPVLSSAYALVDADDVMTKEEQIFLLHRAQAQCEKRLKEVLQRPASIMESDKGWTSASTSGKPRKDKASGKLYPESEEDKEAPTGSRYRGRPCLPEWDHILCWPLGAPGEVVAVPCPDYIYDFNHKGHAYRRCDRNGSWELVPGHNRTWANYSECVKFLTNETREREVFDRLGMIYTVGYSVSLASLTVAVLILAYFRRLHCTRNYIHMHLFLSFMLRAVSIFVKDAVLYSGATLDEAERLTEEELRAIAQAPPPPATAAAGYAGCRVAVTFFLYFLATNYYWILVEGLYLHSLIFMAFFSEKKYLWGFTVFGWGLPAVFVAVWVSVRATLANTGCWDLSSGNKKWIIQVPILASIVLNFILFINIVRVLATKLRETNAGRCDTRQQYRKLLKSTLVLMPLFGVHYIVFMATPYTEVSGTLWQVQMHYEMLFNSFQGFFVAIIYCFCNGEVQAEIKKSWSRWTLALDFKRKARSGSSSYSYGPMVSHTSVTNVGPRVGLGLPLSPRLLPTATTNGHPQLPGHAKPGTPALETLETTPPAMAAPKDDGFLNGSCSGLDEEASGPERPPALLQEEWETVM
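HEK-293-derived GP2 cells expressing PTHR1 and a GloSensor cAMP reporter, 3,000/well, plated overnight, given luciferin plus IBMX (each 0.5 mM as added) for 1 h at 37 °C, then compound for 1 h at 37 °C. Luminescence was read after 15 min at room temperature.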
* hit, by the source's call; i = inactive; u = inconclusive; x = no result given; & = joins results of further samples; ! = not confirmed by another sample; [ ] = dose if it differs, or a comment. Unless noted, calls come from the whole dose curve; as a rule, active = well fitted curve in the direction sought with a large enough effect; inconclusive = small, poorly fitted or top-dose-only effect, or another doubt; inactive = no such curve, though single readings can be large; an effect the other way counts as inactive or inconclusive.

The line under a structure holds: MmCpn inh | CCT chaperon mod | DRD3 antagonist | pAkt inh | EPAC2 antag | PTHR1 ag | D3 ag | EPAC2 ag
- CCOC(=O)C1=C(C)NC(=O)NC1c1ccc(F)cc1 (stereo not drawn)
 : 0% | 1.4 | 17 | i | -5% | -12% | 2 | 2%
- Cc1ccc(C)c(N2CCN(C(=O)CC3Sc4ccccc4NC3=O)CC2)c1 (stereo not drawn)
 : 1% | -4.7 | 0 | i | -7% | -30%[inhibitor][57.5 µM] | 3 | 8%
- O=C(COc1ccccc1[N+](=O)[O-])N/N=C/c1ccc[nH]1
 : 0% | 0.9 | 5 | i | 5% | i | 2 | 9%
- COc1ccc(C(=O)Nc2nccs2)cc1[N+](=O)[O-]
 : 0% | -0.4 | 1 | i | -1% | i | 1 | -4%
- COc1ccc(/C=C/C(=O)NC2CC3CCC2C3)cc1 (stereo not drawn)
 : 1% | 0.9 | -2 | i | 2% | -22% | -4 | 7%
- O=C(c1ccc(F)cc1)N1CCN(c2ccccn2)CC1
 : -1% | 0.8 | -3 | i | 20% | i | -8 | -1%
- Cc1ccc(-n2c(O)c(/C=N/n3cnnc3)c3ccccc3c2=O)cc1
 : 0%&-4% | -3.8&-0.8 | -109*! | i | -8%&-8% | 16% | 7&0 | -3%&7%
- O=C(NCCCO)c1ccc2[nH]c3c(c2c1)CCCC3
 : -2% | -1.1 | 0 | i | 14% | i | -7 | 3%
- O=C(O)c1ccc(NS(=O)(=O)c2cccc(C(=O)Nc3ccc(Br)cc3)c2)cc1
 : 1% | -2.4 | 7 | i | -9% | i | 2 | 6%
- O=C(CN1C(=O)NC2(CCc3ccccc3C2)C1=O)Nc1ccc(F)cc1 (stereo not drawn)
 : -1% | -0.2 | -11 | i | -8% | i | -5 | 1%
- CC(C)NC(=O)CN1CCN(c2ncccn2)CC1
 : -4% | -0.4 | -54* | i | 1% | -3%[57.5 µM] | 6 | 9%
- Cc1cc2c3c([nH]c2cc1S(=O)(=O)NCc1ccc(CN2CCCCCC2)o1)CCCC3=O
 : 0% | -0.1 | 2 | i | 4% | -3% | -10 | 3%
- CSc1ccc(CN2CCN(C(=O)c3ccncc3)CC2)cc1
 : -1% | -2.3 | -14 | i | 1% | -13% | -7 | 12%
- COc1ccc(C(=O)Nc2n[nH]c(-c3ccncc3)n2)cc1
 : 1% | -2.4 | 17 | i | 0% | i | -16 | 5%
- CC(C)CN(C(=O)COC(=O)c1ccccc1Sc1ccccc1C#N)C1CCS(=O)(=O)C1 (stereo not drawn)
 : 0% | 0.7 | 3 | i | -1% | i | 4 | 11%
- CCOC(=O)c1c(NC(=O)COC(=O)CNC(=O)c2ccc(Cl)cc2Cl)sc(C(=O)N(C)C)c1C
 : 1% | 0.7 | 17 | i | -3% | i | -4 | -2%
- Cc1ccc(/C=N/n2c(C)nnc2C)o1
 : -1% | -0.4 | 20 | i | -2%[57.1 µM] | i | 0 | 8%
- CCCCC(=O)N(C)c1c(CC)nc2c(OCc3cccc(Cl)c3)cccn12
 : x | 0.1 | 32 | i | u | -10% | -18 | 11%
- Cc1cc(NC(=O)CN2CCOCC2)n(-c2ccccc2)n1
 : 2% | -1.6 | 0 | i | 3% | -20% | -16 | 15%
- Cc1cccc(C)c1NC(=O)CN(C)C(=O)c1ccc(-n2cncn2)c([N+](=O)[O-])c1
 : 0% | -4.4 | -68* | i | -5% | i | 1 | 7%
- CC(=O)c1c(C)[nH]c(C(=O)CSc2ncnc3sc(-c4ccccc4)cc23)c1C
 : -3% | -1.7 | 52 | i | 12% | -34%[inhibitor] | 16 | -12%
- NS(=O)(=O)c1cccc(NC(=O)CSc2nnc(-c3ccncc3)n2C2CC2)c1
 : 0% | -0.3 | 15 | i | 5% | u | -3 | -2%
- COC(=O)[C@]1(Cc2ccccc2)N[C@H](CN(C)C(=O)c2ccc(F)cc2)[C@@H]2C(=O)N(C)C(=O)[C@@H]21
 : 2% | 0.7 | 14 | i | 3% | -4% | 0 | 3%
- Cc1ccc(N2Cc3ccccc3OC(C)C2=O)cc1 (stereo not drawn)
 : 1% | -2.9 | -26 | i | -1% | i | 0 | 8%
- COc1ccc(-n2c(=S)[nH]c3cc(C(=O)NCc4cccnc4)ccc3c2=O)cc1
 : 2% | 0.5 | -25 | i | -13% | -20% | -13 | 7%
- CCN(CC(=O)NCc1cccs1)C(=O)COc1ccc(C(N)=O)cc1
 : -5% | -1.4 | -14 | i | 5% | i | -5 | 6%
- CCOc1ccc(NC(=O)CSc2nnc(-c3ccoc3C)n2CC2CCCO2)cc1 (stereo not drawn)
 : 0% | -2.6 | 4 | i | 9% | i | 2 | -6%
- O=C(CSCc1ccccc1)N1CCc2ccccc21
 : 1% | -2.1 | -4 | i | -14% | i | 1 | 13%
- CCC(C)(C)n1nnnc1CN1CCN(c2nc3ccc(C)cc3cc2C#N)CC1
 : 1% | 2.4 | 29 | i | 2% | 9%[57.5 µM] | -7 | 8%
- CC(NC(=O)C12CC3CC(CC(O)(C3)C1)C2)c1ccc(Cl)cc1Cl (stereo not drawn)
 : 2% | -1.3 | 3 | i | -6% | -1% | 0 | -6%
- O=C(CS(=O)(=O)c1cn(Cc2cccc(F)c2)c2ccccc12)N1CCCCC1
 : -3% | -1.9 | 0 | i | -3% | -18% | 4 | -4%
- CCN(CC)C(=O)Cn1c(=O)n(CCCCCC(=O)Nc2ccccc2)c(=O)c2sccc21
 : u | -0.8 | -4 | i | 13% | i | -10&2 | -8%
- CCc1nc2c(C#N)c(-c3ccc(Cl)cc3)ccn2n1
 : 2% | -1.3 | 2 | i | 5% | -9%[57.5 µM] | -5 | 10%
- O=C(C1=C[C@H](C2CC2)C[C@H](OCc2ccc(CO)cc2)O1)N1CCN(Cc2ccc3c(c2)OCO3)CC1
 : x | -1.7 | -4 | i | 12% | -59%[inhibitor] | -8 | 18%
- O=C1c2ccc([N+](=O)[O-])cc2C(=O)N1c1c[nH]c(=O)[nH]c1=O
 : -3% | -0.9 | -4 | i | 0% | i | -6 | 13%
- COC(=O)c1ccc(NC(=O)CSc2nnc(C(C)NC(=O)c3ccccc3Cl)n2C)cc1 (stereo not drawn)
 : 1% | 1.1 | 11 | i | 10% | i | 0 | -8%
- COc1ccc(/C=C/C(=O)OCC(=O)c2c(N)n(C)c(=O)n(C)c2=O)c(OC)c1
 : 3% | 0.8 | -23 | i | u | -18% | -19 | -7%
- O=C(N/N=C/c1ccco1)c1ccc(NC(=O)c2ccccc2Cl)cc1
 : -4% | -0.5 | -9 | i | 11% | -2% | -7 | 13%
- CC(=O)N1CCN(Cc2cc(=O)oc3cc(C)cc(C)c23)CC1
 : x | -3.3 | 0 | i | -9% | i | -4 | 4%
- Cc1ccc(NC(=O)Nn2cnnc2)c(C)c1
 : -4% | 0.4 | u | i | 10% | u | -15 | 12%
- Cc1noc(C)c1COc1ccccc1C(=O)N1CCN(c2cccc(Cl)c2)CC1
 : -3% | 0.4 | -2 | i | -14% | i | -6 | 1%
- COC(=O)C[N+](C)(C)C/C=C\c1ccccc1
 : 2% | -3.5 | -12 | i | -8% | i | 13 | 9%
- Cc1cc(C)c(C)c(S(=O)(=O)NCCCN2CCOCC2)c1C
 : 0% | -0.6 | 3 | i | -11% | u | -7 | -3%
- Cc1cc(SCC(=O)c2cccs2)n2nc(C)c(-c3ccccc3)c2n1
 : u | 2.2 | -19 | i | u | i | 9 | 4%
- CCCCOC(=O)c1ccc(NC(=O)C(=O)NCc2ccccn2)cc1
 : 4% | 1.4 | 8 | i | -3% | -51%[inhibitor] | 3 | 1%
- O=S(=O)(c1ccccc1Cl)N1CCC(Cc2ccccc2)CC1
 : 4% | 0.1 | u | i | -28% | -19% | -4 | 13%
- CS(=O)(=O)N(CC(=O)NCC1CCCO1)Cc1ccc(Cl)cc1 (stereo not drawn)
 : -1% | -2.2 | -1 | i | 5% | i | 4 | 1%

Another view of part of the listing above.
compound	MmCpn inh	CCT chaperon mod	DRD3 antagonist	pAkt inh	EPAC2 antag	PTHR1 ag	D3 ag	EPAC2 ag
COC(=O)C[N+](C)(C)C/C=C\c1ccccc1	2%	-3.5	-12	i	-8%	i	13	9%
Cc1cc(C)c(C)c(S(=O)(=O)NCCCN2CCOCC2)c1C	0%	-0.6	3	i	-11%	u	-7	-3%

An excerpt of these results, as labelled records:
O=S(=O)(c1ccccc1Cl)N1CCC(Cc2ccccc2)CC1
  MmCpn inh: 4%; CCT chaperon mod: 0.1; DRD3 antagonist: u; pAkt inh: i; EPAC2 antag: -28%; PTHR1 ag: -19%; D3 ag: -4; EPAC2 ag: 13%

CS(=O)(=O)N(CC(=O)NCC1CCCO1)Cc1ccc(Cl)cc1 (stereo not drawn)
  MmCpn inh: -1%; CCT chaperon mod: -2.2; DRD3 antagonist: -1; pAkt inh: i; EPAC2 antag: 5%; PTHR1 ag: i; D3 ag: 4; EPAC2 ag: 1%

Reformatted with tabs: 4 of the compounds above.
Molecule	MmCpn inh	CCT chaperon mod	DRD3 antagonist	pAkt inh	EPAC2 antag	PTHR1 ag	D3 ag	EPAC2 ag
O=C(N/N=C/c1ccco1)c1ccc(NC(=O)c2ccccc2Cl)cc1	-4%	-0.5	-9	i	11%	-2%	-7	13%
Cc1ccc(NC(=O)Nn2cnnc2)c(C)c1	-4%	0.4	u	i	10%	u	-15	12%
CCCCOC(=O)c1ccc(NC(=O)C(=O)NCc2ccccn2)cc1	4%	1.4	8	i	-3%	-51%[inhibitor]	3	1%
COC(=O)C[N+](C)(C)C/C=C\c1ccccc1	2%	-3.5	-12	i	-8%	i	13	9%

Compound activity deposited in PubChem by National Center for Advancing Translational Sciences (NCATS).

Not all compounds are listed. The share of hits here may be higher or lower than overall.
